p53 reactivation – restores transcriptional activity of mutant p53 | H1299 p53-A138V BP100-luciferase reporter, luminescence, 24 h | Potency, µM (highest dose often 92.2 µM), without a hit: top-dose activity change, positive = activation, actives largely listed as activators | 320,000 compounds, 0.063% hits | AID 504706; also: % of control where 0% means no effect; nearly all actives have a fitted effect of over 45% in size
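H1299 (p53-null), stable ts p53-A138V + BP100-Luc; 1000 cells/well, Opti-MEM/10% FBS; cpd 4 pt, 1:5; 24 h, 37 deg C, 5% CO2; detection reagent 10 min RT; luminescence.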
MBNL1-CUG inh – inhibitors of human MBNL1 binding to CUG repeat RNA; TR-FRET MBNL1-His/biotin-(CUG)12 binding, 665/545 ratio; Potency, µM (doses to about 57.5 µM), without a hit: at the highest dose activity change, negative = inhibition, hits mostly inhibitors; 280,000 compounds, 0.036% hits; AID 2675; active = well fitted inhibition curve with a large enough effect in the signal ratio, with a control signal flat, not every such curve was filed as active; inconclusive = small, poorly fitted or top-dose-only effect, or effect the other way, or a change in a side signal; inactive = no such curve, though single readings can be large or run the other way; the % refers to the signal ratio; also: % is scaled to controls: 0 for no effect and ±100 for the full control effect
Target sequence (Q9NR56 whole entry, looked up): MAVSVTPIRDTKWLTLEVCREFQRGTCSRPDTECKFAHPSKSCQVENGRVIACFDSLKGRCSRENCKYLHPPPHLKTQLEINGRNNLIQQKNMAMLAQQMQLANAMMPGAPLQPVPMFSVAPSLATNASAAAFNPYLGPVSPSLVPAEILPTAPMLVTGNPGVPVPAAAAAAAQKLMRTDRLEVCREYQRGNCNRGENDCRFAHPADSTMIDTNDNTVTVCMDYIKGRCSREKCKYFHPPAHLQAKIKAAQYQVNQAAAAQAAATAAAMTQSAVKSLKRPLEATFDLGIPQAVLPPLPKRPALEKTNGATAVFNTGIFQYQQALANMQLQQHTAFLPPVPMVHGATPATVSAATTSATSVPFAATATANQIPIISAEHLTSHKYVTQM
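TR-FRET readout: Ex 340 nm, 665/545 nm emission ratio, normalized to buffer-only (basal) and MBNL1-(CUG)12 controls. Complex of MBNL1-His with Biotin-(CUG)12, compounds 92 nM–58 uM, incubated 60 min at room temperature.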
Rab9 promoter act – activators of Rab9 promoter | Huh7 Rab9 promoter-luciferase reporter, luminescence, 24 h | Potency, µM (highest dose often 9.22 µM), for inactives: at the highest dose activation, negative = inhibition, usual class: activators | 320,000 compounds, 2.8% hits | AID 485297; also: % of control where 0% means no effect; nearly all actives have a fitted effect of over 60% in size
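Cells were plated at 1500 per well in reduced-serum medium with 10% FBS and left 2 h. Compound in DMSO was then added for 24 h at 37 °C. Reporter signal was read by luminescence after 10 min with luciferase detection reagent.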
uPA generation – inhibitors of cell surface uPA generation; cell surface uPA generation assay, qHTS; Potency, µM (highest dose often 38.3 µM), for the others: top-dose activity change, negative = inhibition, hits mostly inhibitors; 330,000 compounds, 0.31% hits; AID 540303; active = well fitted inhibition curve with a large enough effect; inconclusive = small, poorly fitted or top-dose-only effect; inactive = no such curve, though single readings can be large or run the other way; tested in mouse RAW 264.7 cells; also: % is scaled to controls: 0 for no effect and ±100 for the full control effect; nearly all actives have a fitted effect of over 55% in size
NPC1 prom act – activators of NPC1 promoter; AID 485313; 320,000 compounds, 2.4% hits; Huh7 NPC1 promoter luciferase reporter, 24 h; Potency, µM (doses to about 9.22 µM), for the others: at the top dose activation, usual class: activators;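 also: % of control where 0% means no effect; nearly all actives have a fitted effect of over 60% in size; reporter is driven by a mutant NPC1 promoter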
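Readout is luciferase luminescence, reflecting NPC1 promoter activation in stably transfected Huh7 cells after 24 h compound exposure at 37 °C in reduced-serum medium with 10% FBS.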
CXXC DNA block – MLL CXXC-DNA interaction inhibition; MLL-CXXC / FITC-HOXA9 DNA fluorescence polarization; Potency, µM (top dose mostly 115 µM), inactives show top-dose activity change, negative = inhibition, usual class: inhibitors; 290,000 compounds, 0.037% hits; active = well fitted inhibition curve with a large enough effect in the polarisation, with a control signal flat, not every such curve was filed as active; inconclusive = small, poorly fitted or top-dose-only effect, or effect the other way, or a change in a side signal; inactive = no such curve, though single readings can be large or run the other way; the % refers to the polarisation
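Purified MLL-CXXC (added from a 7 uM solution) was preincubated 5 min at ambient with pinned compounds in 50 mM Tris-HCl pH 7.5, 50 mM NaCl, 1 mM DTT, 0.05% BSA. Fluorescein-labeled HOX-A9 DNA (50 nM solution) followed, 30 min, then polarization read.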
FLuc counter – inhibits or activates purified firefly luciferase, miR-21 counter-screen. P08659. purified FLuc, Km substrates, luminescence inhibition. Potency, µM (top dose mostly 57.5 µM), for the others: top-dose activity change, negative = inhibition, most hits filed as inhibitors. 360,000 compounds, 6.9% hits;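 also: plate controls were vehicle for no effect and reference inhibitor for full effect; nearly all actives have a fitted effect of over 55% in size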
Target sequence (P08659 whole entry, looked up): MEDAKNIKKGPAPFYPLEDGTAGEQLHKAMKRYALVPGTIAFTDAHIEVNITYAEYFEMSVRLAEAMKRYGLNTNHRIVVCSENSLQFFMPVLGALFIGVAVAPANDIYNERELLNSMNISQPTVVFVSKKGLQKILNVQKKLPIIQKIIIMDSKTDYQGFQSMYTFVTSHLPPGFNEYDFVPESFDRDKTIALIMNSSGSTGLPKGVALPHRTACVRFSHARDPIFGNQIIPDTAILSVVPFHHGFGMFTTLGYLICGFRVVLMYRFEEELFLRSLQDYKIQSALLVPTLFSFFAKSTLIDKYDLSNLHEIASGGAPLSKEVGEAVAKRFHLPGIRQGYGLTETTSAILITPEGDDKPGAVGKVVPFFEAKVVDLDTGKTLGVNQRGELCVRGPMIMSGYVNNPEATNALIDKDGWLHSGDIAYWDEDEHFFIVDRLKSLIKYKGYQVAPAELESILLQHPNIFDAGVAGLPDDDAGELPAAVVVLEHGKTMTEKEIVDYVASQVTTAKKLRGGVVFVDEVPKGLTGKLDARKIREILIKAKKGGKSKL
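Biochemical qHTS of compounds, final roughly 60 µM downward over six points, against 10 nM purified firefly luciferase using Km concentrations of substrates (10 uM D-luciferin, 10 uM ATP) in Tris acetate pH 7.5 buffer; luminescence output.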
ELG1 genotox – genotoxicity induction in ELG1-luciferase HEK293T cells | HEK293T ELG1-luciferase reporter, luminescence, 16 h | 330,000 compounds, 1.3% hits | Potency, µM (top dose mostly 46 µM), inactives show at the highest dose activity change, positive = activation, actives largely listed as activators; also: % of control where 0% means no effect; nearly all actives have a fitted effect of over 60% in size
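HEK293T cells expressing luciferase-tagged ELG1 were treated with compound or DMSO for 16 hr at 37°C. Luciferase activity was then read after 30 min with ONE-Glo at room temperature; rising signal flags genetic stress.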
BRCA1 expr act – BRCA1 expression activation | MCF7-BRCA1-FFLuc reporter, luminescence, 48 h; response scale: scaled: vehicle 0%, 10 µM genistein 100% | Potency, µM (series often up to 46.1 µM), for inactives: at the top dose activation, actives largely listed as activators | 380,000 compounds, 1.1% hits; also: nearly all actives have a fitted effect of over 80% in size; some results filed as inactive show a strong effect at the top dose
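MCF7-BRCA1-FFLuc, 2000 cells/well; 2 h attach, 37 °C/5% CO2; compound 48 h; luciferase substrate 15 min; luminescence end-point. Norm. to genistein 10 microM max activation and DMSO; concentration-response curves fitted.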
RORg inh – blocks mouse ROR gamma transcriptional activity. Potency, µM (top dose mostly 53.6 µM), inactives show at the top dose activity change, negative = inhibition, most hits filed as inhibitors. AID 2551. 310,000 compounds, 5.4% hits. Drosophila S2 Gal4-RORgamma UAS-luciferase reporter, 20 h. P51450; also: % is scaled to controls: 0 for no effect and ±100 for the full control effect; nearly all actives have a fitted effect of over 60% in size
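Luminescence from a UAS-regulated Photinus luciferase reporter in stably transfected Drosophila Schneider cells is measured; decreased signal marks ROR gamma inhibition. Fusion expression is induced by 700 uM copper sulfate for 20 hr.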
Gal4-VP16 FLuc – Gal4-VP16 reporter inhibition counter-screen; 310,000 compounds, 3.5% hits; Drosophila S2 Gal4-VP16 UAS-luciferase, luminescence, 20 h; AID 2546; Potency, µM (titrated, usually from 53.6 µM), inactives show at the top dose activity, negative = inhibition, actives largely listed as inhibitors;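 also: Gal4-VP16 expression switched on by copper sulfate through the metallothionein promoter; % is scaled to controls: 0 for no effect and ±100 for the full control effect; nearly all actives have a fitted effect of over 50% in size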
An asterisk follows results filed as active; u = inconclusive; x = not tested or not shown; [ ] = another dose, or the depositor's remark. Unless noted, calls follow the shape of the dose curve; as a rule, active = well fitted curve in the direction sought with a large enough effect; inconclusive = small, poorly fitted or top-dose-only effect, or another doubt; inactive = no such curve, though single readings can be large; an effect the other way counts as inactive or inconclusive. Potency is read from the fitted curve at half-maximal effect.

Compound	Rab9 promoter act	Gal4-VP16 FLuc	p53 reactivation	uPA generation	NPC1 prom act	FLuc counter	MBNL1-CUG inh	RORg inh	BRCA1 expr act	CXXC DNA block	ELG1 genotox
O=S(=O)(c1ccccc1OC(F)(F)F)N1CCN(c2ccnc3cc(Cl)ccc23)CC1	-1.2%	-15.0%	-15.9%	-6.8%	-4.3%	5.7%	-1.6%	41.3%	-39.7%	-3.8%	-25.6%
O=c1c(-c2ccc(Cl)cc2)cnc2n1CCS2	u	2.3%	5.1%	-5.3%	29.8%	u	7.4%	u	2.9%	7.6%	u
COc1ccc(CN2CC[C@@H](N3CCOCC3)[C@H](O)C2)cc1F	1.0%	1.3%	-3.9%	4.6%	2.2%	3.6%	-6.5%	-46.3%	-11.0%	3.4%	-0.7%
CN(C(=O)c1ccc(S(=O)(=O)N2CCCCC2)cc1)C1CCS(=O)(=O)C1 (configuration not stated)	1.9%	x	-1.9%	-1.7%	-1.7%	3.4%	x	x	1.5%	x	-6.1%
COc1ccc(-c2nnc(OC)c3ccccc23)cc1	-0.1%	2.7%	u	5.8%	-4.6%	-0.7%	1.3%	5.5%	-19.7%	8.5%	-4.7%
CC(C)c1ccc(/C=C/C2=NNC(=O)CC2)cc1	u	-12.9%	7.2%	-9.2%	-17.5%	5.36µM*	x	u	81.1%	-1.7%	u
Fc1cccc(/C=N/Nc2ccc3ccccc3n2)c1	u	u	u	-3.3%	1.12µM*	0.477µM*	0.5%	7.08µM*	-11.1%	26.1%	u
COc1ccc(Br)cc1CN(C)CC(=O)Nc1cc([N+](=O)[O-])ccc1OC	-1.9%	-21.5%	-9.4%	-3.7%	-1.6%	-1.8%	6.7%	23.5%	-52.3%	-5.6%	-7.2%
O=C(Nc1c2c(nn1-c1ccc([N+](=O)[O-])cc1)CS(=O)(=O)C2)c1ccco1	0.7%	u	-0.5%	1.5%	-1.8%	-2.5%	u	-4.9%	-2.6%	6.6%	-0.4%[9.26 µM]
C=CCc1ccc(OCCOCCN(C)C)c(OC)c1	0.5%	1.5%	1.9%	-0.2%	-2.4%	0.6%	1.1%	-2.0%	0.0%	0.9%	-4.0%
CC(Sc1ccc2nnc(-c3ccc(F)cc3)n2n1)C(=O)O (configuration not stated)	0.7%	-6.0%	-1.1%	9.5%	-7.1%	-0.7%	u	14.6%	0.6%	1.1%	2.8%
CC(C)c1nnc(NC(=O)CCC(=O)NCC2CCCO2)s1 (configuration not stated)	1.9%	-3.7%	-9.5%	-2.0%	-3.6%	8.5%	1.2%	-43.3%	-12.5%	1.4%	2.1%

Further results follow:
Compound	Rab9 promoter act	Gal4-VP16 FLuc	p53 reactivation	uPA generation	NPC1 prom act	FLuc counter	MBNL1-CUG inh	RORg inh	BRCA1 expr act	CXXC DNA block	ELG1 genotox
CCc1ccc(N(CC)C(=O)Cc2c(C(=O)O)n(C)c3ccccc23)cc1	21.4%	6.1%	2.3%	4.2%	3.9%	1.7%	1.4%	4.2%	-9.3%	3.6%	-0.3%
Cc1ccc(C(=O)NCC(=O)N(C)CC(=O)Nc2c(Cl)cccc2Cl)s1	13.6%	x	-4.6%	-6.1%	8.6%	4.0%	x	x	17.4%	x	-8.2%
COc1ccc(/C=N/NC(=O)c2ccco2)cc1Cn1nc(C)cc1C	-3.0%	-1.0%	2.8%	-5.0%	-3.5%	0.3%	u	-41.9%	-32.3%	6.5%	u
CCCn1c(N)c(N(CCOC)C(=O)c2cccc(F)c2)c(=O)[nH]c1=O	-7.4%	2.0%	4.9%	-8.9%	1.6%	-1.0%	-10.7%	-12.7%	-5.9%	46.2%[activator]	3.5%
COc1ccc(Br)c(C(=O)Nc2cccc(Cl)c2Cl)c1	-5.6%	-2.2%	0.8%	-18.8%	-1.9%	-0.7%	x	-4.9%[10 µM]	2.5%	0.4%	5.4%
COC(=O)c1cc(C(=O)OCC(=O)N2c3ccccc3NC(=O)C2(C)C)cc([N+](=O)[O-])c1	-1.0%	-1.8%	-6.8%	4.8%	0.4%	3.4%	u	-0.9%	-3.7%	0.3%	1.7%
O=C(NCCc1ccc(Cl)cc1)C1(c2ccccc2)CC1	1.0%	-0.9%	-1.7%	0.6%	0.9%	0.5%	-3.0%	8.9%	-0.3%	-9.2%	2.1%
CC1CCN(C(=O)c2[nH]cnc2C(=O)N2CCN(C(=O)OC(C)(C)C)CC2)CC1	0.3%	x	-1.2%	7.8%	-0.3%	-0.9%	x	x	4.1%	x	0.8%
C/C(=N\NC(=O)c1c([N+](=O)[O-])c(C)nn1C)c1ccc(NC(=O)c2ccc(C)o2)cc1	28.9%	0.8%	-4.8%	-22.4%	28.0%	3.1%	u	39.3%	u	-6.0%	13.0%
Cc1ccc(NCC(=O)N/N=C\C(Br)=C\c2ccccc2)cc1	2.7%	u	9.4%	u	-2.1%	6.8%	8.7%	u	-25.2%	33.0%[activator]	5.3%
CC/C(=N\NC(=O)c1csc(C)c1C)c1cccs1	1.12µM*	-14.9%	4.0%	-7.7%	2µM*	2.39µM*	4.2%	-44.4%	u	1.7%	u
CCOC(=O)C(CC)Sc1cc(C)nc2ccc(OC)cc12 (configuration not stated)	0.7%	-12.0%	0.1%	-1.9%	-4.1%	-9.4%	13.8%	u	-4.8%	-10.7%	-10.9%

(more compounds)
Compound	Rab9 promoter act	Gal4-VP16 FLuc	p53 reactivation	uPA generation	NPC1 prom act	FLuc counter	MBNL1-CUG inh	RORg inh	BRCA1 expr act	CXXC DNA block	ELG1 genotox
Cc1ccc(S(=O)(=O)N2CCCN(C)CC2)cc1	0.2%[1.84 µM]	-4.3%	-0.7%	-0.8%	-6.6%	-2.0%	-6.7%	0.0%	28.9%	u	-0.6%
Cc1ccn2c(=O)nc(SCC(=O)N3CCC(C)CC3)nc2c1	0.7%	x	5.1%	-2.4%	1.3%	-1.0%	x	x	1.7%	x	-0.3%
CCn1cc(CNCc2c(C(=O)N3CCCCC3)nc3c(C)cccn23)cn1	-9.4%	-1.4%	2.1%	-5.8%	-0.2%	0.0%	-1.1%	-0.4%	-12.2%	-4.2%	1.5%
CCCCN(C(=O)CSCC(=O)Nc1ccc(C)cc1)c1c(N)n(CC(C)C)c(=O)[nH]c1=O	-2.2%	x	-2.1%	22.9%	0.1%	-0.1%	x	x	-6.9%	x	2.5%
CCC(=O)NC(c1ccccc1)c1c(OC(C)=O)ccc2ccccc12 (configuration not stated)	-3.7%	-6.9%	3.5%	1.8%	-0.1%	-3.3%	-2.2%	20.2%	-61.5%[inhibitor]	-3.7%	-1.6%
COc1ccc(Cl)cc1NC(=O)C1CCCN(S(=O)(=O)c2cccc3nonc23)C1 (configuration not stated)	-5.6%	-0.5%	-6.6%	6.1%	-1.8%	2.4%	5.9%	-3.4%	-22.3%	10.9%	-0.5%
Cc1cc(C)cc(C(=O)NCc2ccc3c(c2)OCO3)c1	-0.1%	5.3%	21.2%	20.9%	2.5%	-9.7%	-1.4%	25.8%	5.0%	-8.1%	-9.9%
NC(=O)CSc1nnc(COc2ccccc2)n1N	-5.3%	-3.9%	2.4%	0.7%	-12.3%	-1.3%	-14.0%	-7.2%	-11.9%	4.3%	-1.5%
C[C@@H]1O[C@@H](O[C@H]2[C@H](O)[C@@H](O)[C@H](Oc3c(-c4ccc(O)c(O)c4)oc4cc(O)cc(O)c4c3=O)O[C@@H]2CO)[C@H](O)[C@H](O)[C@H]1O	0.3%	x	5.3%	4.4%	0.4%	4.2%	x	x	0.0%	x	4.9%
COc1cc2c(cc1OC)C(c1cccc([N+](=O)[O-])c1)N(C(=O)CCC(=O)O)CC2 (configuration not stated)	10.3%	14.5%	0.7%	11.2%	-7.0%	-2.3%	13.5%	12.5%	0.4%	10.8%	-0.3%
CCCCCCC(C)n1[nH]c(=O)cc1N (configuration not stated)	7.5%	2.3%	-3.2%	-0.2%	-0.3%	2.4%	-2.4%	5.3%	0.0%	-1.6%	2.9%
CCCN1CCc2[nH]c(=S)[nH]c(=O)c2C1	2.3%	-10.5%	13.4%	6.0%	-1.4%	-1.6%	u	5.6%	-15.8%	21.7%	0.7%
CCCNC(=O)CN1C(=O)NC2(CCCc3cc(OC)ccc32)C1=O (configuration not stated)	-4.9%	0.3%	-1.7%	x	-4.2%	0.0%	4.9%	13.4%	-2.8%	2.6%	0.8%
Cc1cccc(N2CCN(C(=O)COCc3cc(-c4ccc5c(c4)OCO5)on3)CC2)c1C	-0.5%	-14.3%	-1.6%	-11.9%	-2.0%	u	2.1%	-20.4%	29.0%	52.0%[activator]	7.3%

Assay outcomes from PubChem BioAssay.

The list is partial, so the mix of outcomes need not match the whole.
